# High-throughput results from PubChem BioAssay.
# Htt clearance – mutant huntingtin protein clearance; HeLa Exon1htt(103Q)mCFP, aggregate imaging; zero = plate's median compound well; inhibition, % at 1.5 µM; AID 853; 47,000 compounds, 0.42% hits;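 active = inhibition of aggregate fluorescence above about 70%, also judged a hit by eye on the cell image, limit read from the data, passing the limit was not always enough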;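 note: cells exposed to compound for three days before fixation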
# Htt clearance grain fraction – also measured in Htt clearance; calls as there; fraction fluorescence in grains; measured here: aggregate grain fluorescence fraction; stronger effect = lower value;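 scaled fraction of total cell fluorescence in grains with unit not stated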
# Starred values were filed as active, the others as inactive.
# Every second line gives: Htt clearance	Htt clearance grain fraction
Clc1ccc(-c2csc(N3CCC(c4ccccc4)C3)n2)cc1 (centres undefined)
    6	29
[O-]C1=N/[N+](=C/c2ccc(Cl)c(Cl)c2)CC1
    1	38
O=C1N/C(=C/c2ccc(N3CCOCC3)cc2)C(=O)N1Cc1ccc(F)cc1
    -33	27
Cc1ccc(-n2c(SCC(=O)NCc3ccco3)nc3sc4c(c3c2=O)CC(C)(C)SC4)cc1
    36	25
CCC(=NC(CC)CO)C1=C(O)CC(C)(C)CC1=O (centres undefined)
    -33	47
COc1ccc(-c2cccc(C(=O)Nc3ccc(C)cc3)c2)cc1
    17	31
O=C(OCCN1C(=O)c2ccccc2C1=O)C1CCN(S(=O)(=O)c2cccs2)CC1
    28	28
Cc1cccc(Nc2ccccc2C(=O)OCC(=O)N(C)C2CCS(=O)(=O)C2)c1C (centres undefined)
    38	19
CCOc1cc(C2C(C#N)=C(N)Oc3n[nH]c(C)c32)ccc1OCCN1CCOCC1 (centres undefined)
    63	8.1
CCOC(=O)CN(C(=O)CSc1nnc2c(n1)[nH]c1ccc(F)cc12)c1ccccc1
    -47	59
O=C(Nc1ccc(Cl)cn1)c1ccc(COCC(F)(F)C(F)F)o1
    -76	32
Cc1cc(C)n(CCOc2nonc2N)n1
    66	6.1
Fc1ccc(NCc2cccnc2)cc1F
    -27	27
CCOC(=O)c1ccc(NC(=O)N2CCN(C3CCCCC3)CC2)cc1
    21	13
CCCNC(=O)C1CCN(S(=O)(=O)c2ccc3nc4c(c(C(=O)O)c3c2)CCCCC4)CC1
    27	22

# No new results follow: 14 of the compounds above.
# Every second line gives: Htt clearance	Htt clearance grain fraction
[O-]C1=N/[N+](=C/c2ccc(Cl)c(Cl)c2)CC1
    1	38
O=C1N/C(=C/c2ccc(N3CCOCC3)cc2)C(=O)N1Cc1ccc(F)cc1
    -33	27
Cc1ccc(-n2c(SCC(=O)NCc3ccco3)nc3sc4c(c3c2=O)CC(C)(C)SC4)cc1
    36	25
CCC(=NC(CC)CO)C1=C(O)CC(C)(C)CC1=O (centres undefined)
    -33	47
COc1ccc(-c2cccc(C(=O)Nc3ccc(C)cc3)c2)cc1
    17	31
O=C(OCCN1C(=O)c2ccccc2C1=O)C1CCN(S(=O)(=O)c2cccs2)CC1
    28	28
Cc1cccc(Nc2ccccc2C(=O)OCC(=O)N(C)C2CCS(=O)(=O)C2)c1C (centres undefined)
    38	19
CCOc1cc(C2C(C#N)=C(N)Oc3n[nH]c(C)c32)ccc1OCCN1CCOCC1 (centres undefined)
    63	8.1
CCOC(=O)CN(C(=O)CSc1nnc2c(n1)[nH]c1ccc(F)cc12)c1ccccc1
    -47	59
O=C(Nc1ccc(Cl)cn1)c1ccc(COCC(F)(F)C(F)F)o1
    -76	32
Cc1cc(C)n(CCOc2nonc2N)n1
    66	6.1
Fc1ccc(NCc2cccnc2)cc1F
    -27	27
CCOC(=O)c1ccc(NC(=O)N2CCN(C3CCCCC3)CC2)cc1
    21	13
CCCNC(=O)C1CCN(S(=O)(=O)c2ccc3nc4c(c(C(=O)O)c3c2)CCCCC4)CC1
    27	22

# Further results.
# Every second line gives: Htt clearance	Htt clearance grain fraction
CCCC(=O)n1nc(-c2cccnc2)nc1N
    -36	52
O=C(O)C1CC(=O)N(C2CCCCC2)C1c1ccccc1 (centres undefined)
    -33	31
Cc1[nH]c(=O)[nH]c(=O)c1NC(=O)c1cccs1
    1	18
Cc1ccc2nc(N3CCN(Cc4nnnn4Cc4ccccc4)CC3)c(C#N)cc2c1
    -56	52
Cc1ccccc1OCc1nc2c3cnn(C)c3ncn2n1
    26	14
CC(C)n1c(SCC(=O)Nc2ccccc2N2CCOCC2)nc2c1c(=O)n(C)c(=O)n2C
    -62	31
CN(C)c1ccc(C(CC(=O)O)NC(=O)c2ccc(Cl)cc2)cc1 (centres undefined)
    -4	23
Cc1ccccc1-c1ccc(=O)n(CC(=O)Nc2ccc(C(=O)N3CCCC3)cc2)n1
    5	38
COC(=O)c1cccc(NC(=O)C23CC4CC(C2)CC(n2cncn2)(C4)C3)c1
    7	17
CCOc1ccc(-c2[nH]ncc2Oc2cccc(OC)c2)c(O)c1
    0	35
COC(=O)c1ccc(S(=O)(=O)N2CCCC2)o1
    7	20
Cc1nc(SCC(=O)Nc2ccc3c(c2)OCO3)c(C#N)c2c1CCCC2
    -28	55
COC(=O)c1cccnc1NC(=S)NNC(=O)c1ccncc1
    10	14
CCN(CC)S(=O)(=O)c1ccc(NC(=O)c2ccc(CN3CCOCC3)cc2)cc1
    -8	22
O=C(Cn1cc2c(n1)CCCC2)N1CCCC1
    -214	128
CC(NC(=O)CCSc1nc(-c2ccco2)cc(C(F)(F)F)n1)c1ccccc1 (centres undefined)
    -30	56
CCOC(=O)c1csc(NC(=O)C(C)(C)C)n1
    -47	54
CCOC(=O)c1csc(NC(=O)c2ccc(S(=O)(=O)N3CCCC3)cc2)n1
    46	16
CCC(Sc1nc2sc(C(=O)OC)c(C)c2c(=O)n1N)C(=O)NCC1CCCO1 (centres undefined)
    64	7.7
CC(NC(=O)Cn1cc(C(=O)C2CC2)c2ccccc21)c1ccccc1 (centres undefined)
    -43	54
O=C(Cn1c(=O)oc2cc(S(=O)(=O)N3CCCC3)ccc21)Nc1ccc(C(F)(F)F)cc1
    -30	23
CCN(c1ccc(C)c(C)c1)S(=O)(=O)c1c(C)[nH]c(=O)[nH]c1=O
    7	30
CCOC(=O)N1CCN(C(=O)c2ccc(N(Cc3ccccc3)S(C)(=O)=O)cc2)CC1
    -10	31
CCOC(=O)CSc1nc2c(cnn2-c2ccc(C)cc2)c(=O)[nH]1
    23	28
CCCn1c(=O)c2c(nc(Br)n2CCC)n(C)c1=O
    59	15
O=C1CCCC(O)=C1C=Nc1ccc2c(c1)oc1ccccc12
    -22	54
CC(=O)c1c(N2CCN(Cc3ccc4c(c3)OCO4)CC2)nc(=S)n(-c2ccccc2)c1C
    -74	31
O=C(CCN1C(=O)c2ccccc2S1(=O)=O)Nc1nc2c(s1)CCCC2
    11	17
COc1ccc(CN(CC(=O)NCC2CCCO2)C(=O)CCC(=O)Nc2cc(C)ccn2)cc1 (centres undefined)
    -2	22
Cc1cccc(-n2c(SCC(=O)Nc3nnc(C)s3)nnc2-c2ccoc2C)c1
    22	16
O=c1c(-c2ccc(Br)cc2)coc2c(CN3CCOCC3)c(O)ccc12
    -10	22
COc1ccc(OCC(=O)N2CCN(c3nnc(-c4ccccc4)c4ccccc34)CC2)cc1
    -22	43
COc1ccc(S(=O)(=O)N(CC(=O)N2CCN(C)CC2)C2CCCCC2)cc1OC
    -6	44
Cc1cc(C)c2[nH]c(=O)c(CN(CC3CCCO3)C(=O)C3CCCO3)cc2c1 (centres undefined)
    17	17
N#CCSc1nnc(Cc2cccc3ccccc23)n1C1CCCCC1
    27	25
CC(C)(C)c1ccc(C(=O)NCC(=O)OCN2C(=O)c3ccccc3C2=O)cc1
    -32	26
CCOc1cc(/C=C2/NC(=O)N(CC(=O)Nc3cccc(C)c3)C2=O)ccc1O
    6	17
O=C(NCc1ccco1)c1cc2sccc2n1Cc1ccccc1
    43	11
CCOc1cccc2cc(C(=O)Nc3cc(C)on3)c(=O)oc12
    -10	21
O=C(NCCCN1CCN(CCCNC(=O)c2ccc(F)cc2)CC1)c1ccc(F)cc1
    -26	25
Cc1ccc(NC(=O)c2ccc(S(=O)(=O)NCC3CCCO3)cc2)cc1 (centres undefined)
    26	14
COc1ccc(NCc2ccc(OC)c(OC)c2)cc1
    8	39
CC(C)OCCCNC(=O)c1ccc(Br)cc1
    -51	58
Cc1oc(C)c2c(=O)ccc3c(c12)OC(N)=C(C#N)C3c1ccccc1 (centres undefined)
    19	28
Cc1ccc(N2C(=O)C3C4C=CC(C4)C3C2=O)cc1 (centres undefined)
    -27	38
O=C(Nc1ccccc1)N(Cc1cccnc1)Cc1ccco1
    -9	20
CCOC(=O)C(O)(C1C(=O)CC(C)(C)CC1=O)C(F)(F)F (centres undefined)
    -15	40
CC(=O)Nc1c(C(=O)c2ccc(F)cc2)oc2ccccc12
    64	11
Cc1c(C(=O)Nc2ccc(C(=O)O)cc2)cnn1C
    -14	39
CCCCCn1c(N2CCOCC2)nc2c1c(=O)n(CC(N)=O)c(=O)n2C
    -2	37
COc1ccc(-n2c(N)c(C(=O)NCC3CCCO3)sc2=S)cc1 (centres undefined)
    6	15
CC(=O)c1sc(Nc2ccccn2)nc1C
    41	24
Cc1cc(C)n(-c2ncc(-c3ccccc3)nn2)n1
    5	32
O=S(=O)(c1ccc2nc(Cc3ccccc3)[nH]c2c1)N1CCOCC1
    -33	49
CN(C)S(=O)(=O)c1ccc(S(=O)(=O)NC2CCOC(C)(C)C2)cc1 (centres undefined)
    10	18
O=C(NC1CCS(=O)(=O)C1)c1cccc(S(=O)(=O)N2CCOCC2)c1 (centres undefined)
    14	16
C=CCNc1nc(NCc2ccccc2)c(C#N)c2c1CN(C)CC2
    51	17
Nc1nnc(CCOc2ccccc2Cl)s1
    -24	50
COc1ccc(NC(=O)CSc2c(C)nn(-c3nnc(C)c(=O)[nH]3)c2C)cc1
    8	18
CCN(c1ccccc1)S(=O)(=O)c1ccc(F)cc1C
    -41	29

# Continued:
# Every second line gives: Htt clearance	Htt clearance grain fraction
CCN(CC)C(=O)c1cccc(-c2ccc(OC)cc2)c1
    -33	25
COc1cccc(N2CCN(C(c3ccccn3)c3nnnn3C(C)(C)C)CC2)c1 (centres undefined)
    58	8.1
CC(C)C(CC(=O)N1CCCCC1)C1CCOC(C)(C)C1 (centres undefined)
    2	19
Cc1ccccc1C1CC(c2ccccc2)Nc2ncnn21 (centres undefined)
    0	47
CCc1nnc(NS(=O)(=O)c2ccc(NS(=O)(=O)c3ccccc3)cc2)s1
    -47	49
Cc1nn(C)c(C)c1S(=O)(=O)N1CCCC(C(=O)N2CCN(c3ccc(Cl)cc3)CC2)C1 (centres undefined)
    50	9.6
CCOC(=O)c1[nH]c(C)c(C(=O)OC(C)C(=O)Nc2ncc(Cl)cc2Cl)c1C (centres undefined)
    11	36
CCCCOc1nc(N)nc(-c2ccccc2)n1
    8	17
N#Cc1cccc(NC(=O)CCC2CCCC2)c1
    -80	32
CCC1Oc2ccccc2N(CC(=O)NCCN2CCc3ccccc3C2)C1=O (centres undefined)
    47	18
CC(C)Cn1cc(C(=O)NCc2cccs2)c2c3ccccc3n(C)c2c1=O
    -61	29
Cc1ccc2c(c1)NC(=O)C(CC(=O)NCc1ccc(F)cc1)O2 (centres undefined)
    -10	49
COc1ccc(CCNC(=O)c2n[nH]c(=O)c3ccccc23)cc1
    -4	42
CC(=O)Nc1ccc(C(=O)OCC(=O)NC(=O)NC(C)(C)C)cc1
    -50	34
CN(CC(=O)N1CCN(c2ccccn2)CC1)S(=O)(=O)c1ccccc1
    11	18
CSc1nc2n(n1)C(c1cc(Br)ccc1F)C(C(=O)N(C)C)=C(C)N2 (centres undefined)
    4	35
Cc1cc(C)n(Cc2cccc(F)c2)c(=O)c1C#N
    8	31
CCCCOC(=O)Cn1c(=O)n(CC(=O)OCCCC)c2cc(C)ccc21
    -7	19
Cn1c(CCNC(=O)c2cccs2)nnc1SCC(=O)N1CCN(c2ccccc2)CC1
    34	12
COc1ccc(NC(=O)CC2Sc3ncnn3C2=O)cc1 (centres undefined)
    26	23
CCOC(=O)c1cc(NC(=O)CSCCO)ccc1Cl
    1	18
O=C(C1CC1)N(CCN(C(=O)C1CC1)c1ccccc1)c1ccccc1
    8	40
COc1ccccc1-n1nnnc1SCC(=O)Nc1cc(C)on1
    31	13
Clc1cccc(Cl)c1Cn1cnc(=NCc2ccco2)c2[nH]cnc21
    -14	49
CCOC(=O)C1CCN(Cc2nc3ccc(Cl)cc3n2CCO)CC1
    43	21
NC(=O)CSC1=Nc2ccccc2C2=NC(CC(=O)NCc3cccs3)C(=O)N12 (centres undefined)
    23	32
COC(=O)c1ccc(Sc2ccc(C)cc2)c(N)c1
    -15	39
CCOc1nc(-c2ccccc2)ccc1-c1noc(-c2cccs2)n1
    23	23
CCCCCCCCNC(=O)CCNC(=O)c1ccc(C(C)(C)C)cc1
    68	6.3
CCOc1cccc(C(=O)Nc2ccc(N3CCN(S(C)(=O)=O)CC3)cc2)c1
    -30	39
CCC(C)[C@@H](NC(=O)OC(C)(C)C)c1nnc(S(=O)(=O)Cc2cccc(C)c2)o1 (some centres undefined)
    18	28
CCc1cccc2c(=O)c(C(=O)N3CCOCC3)c[nH]c12
    -14	39
CCOC(=O)c1ccc(NS(=O)C23CC4CC(CC(C4)C2)C3)cc1 (centres undefined)
    36	13
CN(C(=O)OCc1ccccc1)C(CC(N)=O)C(=O)O (centres undefined)
    50	16
COc1ccccc1CNC(=O)COC(=O)c1cnccn1
    -79	35
Nc1cc(CN2C(=O)c3ccccc3C2=O)cc(Cl)c1O
    15	16
CCCCN(C(=O)c1cc(OC)c(OC)c(OC)c1)C1=CC2CCC(C1)N2C (centres undefined)
    46	18
O=C(Cn1[nH]c(=O)c2ccccc2c1=O)OCC(=O)N1CCCc2ccccc21
    -31	28
CSC1=NCCN1C(=O)c1ccc(Br)o1
    18	34
CCC(=O)Nc1cc(C(C)C)c(O)cc1C
    50	8.2
Cc1nn(-c2ccccc2)c(Cl)c1/C=C1\N=C(c2ccccc2)OC1=O
    -88	33
N/C(=N\OC(=O)Oc1ccccc1)c1ccc(Cl)cc1
    -57	50
CS(=O)(=O)c1cnc(-c2ccccc2)nc1Oc1ccc(Cl)cc1
    17	32
Cc1ccc(CNc2ccc(O)cc2)cc1
    11	17
CS(=O)(=O)c1cccc(C(=O)NCc2ccc(F)cc2)c1
    17	18
CCOC(=O)C1CCN(C(=O)c2ccc(NC(=O)C3CCCO3)cc2)CC1 (centres undefined)
    50	8.3
O=C1CC(c2ccc(S(=O)(=O)N3CCCCC3)cc2)CN1 (centres undefined)
    10	17

# This is a subset. The share of hits here may be higher or lower than overall.
